Screens as filed in PubChem.
MLLE-PAM2 inh: inhibitors of PABP1 MLLE–PAM2 peptide binding, primary screen, biochemical, fluorescence polarization, FITC-PAM2, GST-MLLE; Polyadenylate-binding protein 1 (Homo sapiens), P11940; AID 588489, 2011; 360,000 compounds, 0.36% hits; inhibition, % at 20 µM; in the data active = inhibition above about 35%, passing the limit was not always enough;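 also: plate controls were DMSO wells with GST-MLLE for no effect and wells lacking GST-MLLE protein for full effect; some results filed as inactive read as strong as hits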
FAS TE block: FAS thioesterase domain inhibitors, primary screen, biochemical, fluorescence intensity, uHTS; Fatty acid synthase (Homo sapiens), P49327; recombinant FAS-TE, OMFH fluorogenic substrate, fluorescence endpoint; inhibition, % at 15 µM; 360,000 compounds, 0.67% hits; AID 602261, 2012;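 active = compounds whose normalised, plate-corrected inhibition of enzyme fluorescence in the single-dose primary screen is 50% or more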;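 also: 0% = DMSO with enzyme and 100% = substrate without enzyme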
Neddyl block: inhibitors of cullin neddylation, primary screen, biochemical, TR-FRET, uHTS, NAE and Ubc12; NEDD8-conjugating enzyme Ubc12 (Homo sapiens) + NEDD8-activating enzyme E1 regulatory …; calls only at 25 µM; 360,000 compounds, 0.58% hits; in the data active = inhibition above about 36%
CSN deneddyl inh: inhibitors of CSN-mediated cullin deneddylation, primary screen, biochemical, fluorescence polarization, uHTS; COP9 signalosome complex subunit 5 (Homo sapiens), Q92905; Purified CSN, SCF-Nedd8-OG deneddylation; inhibition, % at 12.5 µM; 360,000 compounds, 0.38% hits; AID 651999, 2013;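 active = pattern-corrected inhibition above about 35%, with an unprinted fluorescence ratio check between 0.5 and 1.5, limit read from the data, passing the limit was not always enough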;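 also: 0% = enzyme with substrate and 100% = substrate without enzyme; some results filed as inactive read as strong as hits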
Target sequence (Q92905 whole entry, looked up, one chain of several): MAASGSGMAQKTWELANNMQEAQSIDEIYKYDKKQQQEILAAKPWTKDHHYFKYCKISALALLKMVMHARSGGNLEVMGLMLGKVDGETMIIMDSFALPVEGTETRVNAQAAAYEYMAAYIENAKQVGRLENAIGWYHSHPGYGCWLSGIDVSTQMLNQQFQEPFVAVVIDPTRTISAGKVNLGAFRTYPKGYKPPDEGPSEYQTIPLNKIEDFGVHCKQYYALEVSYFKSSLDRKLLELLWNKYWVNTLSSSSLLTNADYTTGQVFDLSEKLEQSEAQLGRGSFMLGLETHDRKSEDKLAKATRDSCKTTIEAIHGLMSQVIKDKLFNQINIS
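Assay system: purified human Csn5 enzyme expressed in HEK293T cells; Input: 0.24 nM Csn5 enzyme, final concentration; Reagent: 10 nM SCFSkp2-Nedd8OG; Compound dosing: 12.5 µM single point; Times: reaction 90 min, room temperature; Technique: fluorescence polarization readout.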
TbMetRS inhib: T. brucei MetRS inhibitors, primary screen, biochemical, luminescence; inhibition, % at 11.9 µM; purified T. brucei MetRS, ATP depletion, Kinase-Glo luminescence; 360,000 compounds, 0.4% hits; methionyl-tRNA synthetase (Trypanosoma brucei brucei);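 active = inhibition above a per-plate cutoff of the control wells' mean inhibition plus 3 SD, cut at about 5.5% in these data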;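 also: 0% = DMSO wells median and 100% = median of wells with control inhibitor compound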
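Assay system: T. brucei methionyl-tRNA synthetase, purified | Medium: HEPES buffer with MgCl2, KCl, DTT, spermine, BSA, pyrophosphatase | Compound: 11.9 µM single point | Incubation: 15 min enzyme-compound preincubation, 2 h reaction, 10 min detection, 25 °C | Measured by: Kinase-Glo luciferase luminescence reporting remaining unconsumed ATP | Measure: % inhibition normalized to control-well medians | Replication: Singlicate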
MsrA inh: bovine MsrA enzyme inhibitors, primary screen, biochemical, absorbance, HTS; Methionine sulfoxide reductase A (Bos taurus); AID 651718, 2012; purified bovine MsrA, absorbance read-out; inhibition, % at 15.5 µM; 360,000 compounds, 0.75% hits; in the data active = inhibition above about 4.5%;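 also: 0% = vehicle wells with enzyme and 100% = reference inhibitor wells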
Rin1 Abl inh: inhibitors of Rin1-Abl protein binding, primary screen, biochemical, TR-FRET; Tyrosine-protein kinase ABL1 (Homo sapiens) + Ras and Rab interactor 1 (Homo sapiens), …; inhibition, % at 7.35 µM; 360,000 compounds, 0.4% hits; in the data active = inhibition above about 5%, passing the limit was not always enough
E coli Lon inh: inhibitors of E. coli Lon protease, primary screen, biochemical, fluorescence polarization; purified E. coli Lon protease; inhibition, % at 7.94 µM; 360,000 compounds, 0.42% hits; AID 602123, 2011; in the data active = inhibition above about 13%, passing the limit was not always enough;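 also: 0% = enzyme with probe and DMSO and 100% = no enzyme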
Target sequence (P0A9M0 whole entry, looked up): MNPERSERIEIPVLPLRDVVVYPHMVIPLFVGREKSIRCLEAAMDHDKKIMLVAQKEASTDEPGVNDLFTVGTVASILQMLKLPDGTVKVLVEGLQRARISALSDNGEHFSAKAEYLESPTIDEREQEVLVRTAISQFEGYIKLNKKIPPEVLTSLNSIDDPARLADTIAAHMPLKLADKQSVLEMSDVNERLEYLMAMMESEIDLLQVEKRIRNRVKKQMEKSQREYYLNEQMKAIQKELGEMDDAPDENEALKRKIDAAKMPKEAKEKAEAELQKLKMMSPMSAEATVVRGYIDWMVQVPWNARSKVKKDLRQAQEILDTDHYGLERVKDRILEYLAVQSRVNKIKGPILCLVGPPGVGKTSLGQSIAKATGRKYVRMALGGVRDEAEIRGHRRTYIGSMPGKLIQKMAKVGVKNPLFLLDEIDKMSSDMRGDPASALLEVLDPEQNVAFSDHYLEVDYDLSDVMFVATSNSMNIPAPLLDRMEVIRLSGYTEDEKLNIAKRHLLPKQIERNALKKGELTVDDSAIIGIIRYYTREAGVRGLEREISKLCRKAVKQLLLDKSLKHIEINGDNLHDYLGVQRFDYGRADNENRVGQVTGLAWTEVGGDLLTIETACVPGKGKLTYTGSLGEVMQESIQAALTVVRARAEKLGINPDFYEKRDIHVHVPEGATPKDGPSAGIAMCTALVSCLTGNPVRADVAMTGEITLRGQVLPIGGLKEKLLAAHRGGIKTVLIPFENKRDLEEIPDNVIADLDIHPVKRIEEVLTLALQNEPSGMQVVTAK
bovine MsrA act: bovine MsrA enzyme activators, primary screen, biochemical, absorbance, HTS. purified bovine MsrA, absorbance read-out. activation, % at 10.6 µM. 360,000 compounds, 0.3% hits. AID 602163, 2012; in the data active = activation above about 7.5%;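 also: 0% = vehicle and 100% = reference activator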
Active calls of the source: *; i = inactive; . = not tested or not shown.

1	CCCNS(=O)(=O)c1ccc2c(c1)n(C)c(=O)n2C
2	CC(C)c1ccc(NC(=O)COC(=O)CSc2nnc(N)s2)cc1
3	COc1cccc(CN2CCNC(=O)C2CC(=O)NC2Cc3ccccc3C2)c1 (stereo not drawn)
4	CC1CCCN(S(=O)(=O)c2ccc(NC(=O)CN3CCN(C)CC3)cc2)C1 (stereo not drawn)
5	COc1ccc(NS(=O)(=O)c2c(C)n(C)c(=O)n(C)c2=O)cc1
6	Cc1ccc(NC(=O)c2noc3c2CCc2ccccc2-3)cc1
7	CCCn1nc2cc(C(=O)NCc3ccc(OC(F)(F)F)cc3)ccc2c1OCC
8	Nc1ccccc1C(=O)N(Cc1ccccc1)Cc1ccccc1
Assay by compound	1	2	3	4	5	6	7	8
MLLE-PAM2 inh	6	5	-7	0	-8	-4	7	5
FAS TE block	1	-7	-3	-12	-7	17	9	0
Neddyl block	i	i	i	i	i	i	.	i
CSN deneddyl inh	-2	2	3	-6	-1	-4	-6	-6
TbMetRS inhib	0.0	0.1	-0.6	-0.9	-0.4	-1.1	-0.4	-0.3
MsrA inh	-1.6	-0.3	1.0	0.1	-0.6	-1.2	-0.1	-0.5
Rin1 Abl inh	3	-2	1	-5	0	1	-4	4
E coli Lon inh	16*	-2	-1	-3	-10	-2	0	-16
bovine MsrA act	-3	-3	-4	-7	-2	3	0	0

9	CC(OCC(O)CN(C)Cc1nc2ccccc2c(=O)[nH]1)c1ccc(Cl)cc1 (stereo not drawn)
10	O=S(=O)(c1ccc(-c2cn3ccccc3n2)cc1)N1CCOCC1
11	CC(Cl)C(=O)Nc1c2c(nn1-c1ccccc1)CSC2 (stereo not drawn)
12	Cc1ccc2occ(/C=N/NC(N)=S)c(=O)c2c1
13	C/C(=N\NC(=O)c1ccccc1)c1ccc2c(c1)OCO2
14	Cc1sc2ncnc(SCC(=O)N3CCC(c4noc5ccc(F)cc45)CC3)c2c1C
15	CCN(CC)CCOC(=O)C(c1ccccc1)C1CCCCC1 (stereo not drawn)
16	COc1ccc(C(=O)N2CCCC(CCC(=O)NCc3ccc(F)c(F)c3)C2)o1 (stereo not drawn)
Assay by compound	9	10	11	12	13	14	15	16
MLLE-PAM2 inh	-4	-5	3	-3	-2	11	11	2
FAS TE block	-3	-5	-8	-3	-5	12	2	-4
Neddyl block	i	.	i	i	i	i	i	i
CSN deneddyl inh	0	-6	4	1	4	1	-1	-2
TbMetRS inhib	-1.6	-0.2	-0.2	-0.2	0.1	0.1	-0.6	0.2
MsrA inh	-0.4	-0.2	0.4	-0.2	0.1	-0.8	-0.7	1.7
Rin1 Abl inh	2	-5	3	-1	1	-1	2	-1
E coli Lon inh	0	11	-3	0	11	-1	3	8
bovine MsrA act	-12	-3	-4	-2	0	-2	0	0

17	Cc1nn(C(C)(C)C)c(OC(=O)c2ccc3c(c2)OCO3)c1S(=O)(=O)c1ccccc1
18	O=C1CN(C(=O)COc2ccc(Br)cc2Br)c2ccccc2N1
19	Nn1cnc2scc(-c3ccc(Cl)cc3)c2c1=O
20	C/C(=N/NS(=O)(=O)c1ccc(CC(C)C)cc1)c1ccncc1
21	CC(C)(C)S(=O)N1Cc2cn(Cc3ccccc3)c(=O)cc2[C@H]1CCO (stereo partly drawn)
22	COc1ccc(/C=C/C(=O)C2CC2)cc1Cn1nc(C)c([N+](=O)[O-])c1C
23	O=C1C2C3C=CC(C3)C2C(=O)N1c1nc2ccccc2s1 (stereo not drawn)
24	Cc1c(C(=O)N2CCOCC2)oc2ccc(Br)cc12
Assay by compound	17	18	19	20	21	22	23	24
MLLE-PAM2 inh	22	4	4	-4	-4	5	10	2
FAS TE block	30	4	-1	-2	-12	10	-5	-1
Neddyl block	i	i	i	i	i	i	i	i
CSN deneddyl inh	-8	-8	-4	-2	2	0	-4	-3
TbMetRS inhib	0.2	1.4	-0.7	-0.4	-0.7	0.3	-1.1	0.1
MsrA inh	-0.8	-1.3	-0.8	-0.2	-2.1	1.7	0.2	-1.2
Rin1 Abl inh	0	3	-1	1	-5	-1	3	0
E coli Lon inh	-17	5	-3	-6	4	-1	-8	-1
bovine MsrA act	-7	-9	0	-13	-6	-3	-4	-1

25	C/C(=N\NC(=O)c1n[nH]c2c1CCC2)c1cccs1
26	CCOC(=O)COc1c(OC)cc(Cl)cc1C1Nc2ccccc2C(=O)N1c1ccc(F)cc1 (stereo not drawn)
27	COC(=O)c1cn(C(=O)OC)c2ccccc12
28	CCCCN(CCCC)CCNC(=O)CN1C(=O)COc2ccc(S(=O)(=O)N3CCOCC3)cc21
29	CS(=O)(=O)N(CC(=O)NCCSCc1ccccc1)c1ccccc1Br
30	CCOc1ccc(/C=N/NC(=O)c2cc(-c3cccn3C)n[nH]2)cc1
31	CC(C)NC(=O)C(=O)NCCCOC(C)C
32	CCOC(=O)N1CCN(C(=O)C2CC(=O)N(c3ccc(C)cc3)C2)CC1 (stereo not drawn)
Assay by compound	25	26	27	28	29	30	31	32
MLLE-PAM2 inh	-6	8	1	0	-4	4	9	-22
FAS TE block	-6	29	-1	-1	-1	-1	-4	-8
Neddyl block	i	.	i	i	i	i	i	i
CSN deneddyl inh	106	2	-5	-1	0	-8	-2	-4
TbMetRS inhib	-0.3	0.1	-0.5	-0.7	1.6	-0.3	-0.3	-0.3
MsrA inh	3.3	3.0	0.2	0.6	0.1	0.3	0.0	0.2
Rin1 Abl inh	-1	-1	1	0	2	4	-3	-2
E coli Lon inh	3	-9	-7	-14	-3	-6	-4	-13
bovine MsrA act	-1	-9	-5	-3	-1	-5	-4	-1

6 entries drawn at random from the list so far:
28	CCCCN(CCCC)CCNC(=O)CN1C(=O)COc2ccc(S(=O)(=O)N3CCOCC3)cc21
26	CCOC(=O)COc1c(OC)cc(Cl)cc1C1Nc2ccccc2C(=O)N1c1ccc(F)cc1 (stereo not drawn)
29	CS(=O)(=O)N(CC(=O)NCCSCc1ccccc1)c1ccccc1Br
25	C/C(=N\NC(=O)c1n[nH]c2c1CCC2)c1cccs1
30	CCOc1ccc(/C=N/NC(=O)c2cc(-c3cccn3C)n[nH]2)cc1
32	CCOC(=O)N1CCN(C(=O)C2CC(=O)N(c3ccc(C)cc3)C2)CC1 (stereo not drawn)
Assay by compound	28	26	29	25	30	32
MLLE-PAM2 inh	0	8	-4	-6	4	-22
FAS TE block	-1	29	-1	-6	-1	-8
Neddyl block	i	.	i	i	i	i
CSN deneddyl inh	-1	2	0	106	-8	-4
TbMetRS inhib	-0.7	0.1	1.6	-0.3	-0.3	-0.3
MsrA inh	0.6	3.0	0.1	3.3	0.3	0.2
Rin1 Abl inh	0	-1	2	-1	4	-2
E coli Lon inh	-14	-9	-3	3	-6	-13
bovine MsrA act	-3	-9	-1	-1	-5	-1

(list continues)
33	O=C(NC(=S)Nc1cc([N+](=O)[O-])ccc1Cl)c1ccccc1
34	Cc1c(-c2ccc(F)cc2)nc(N)c(C#N)c1-c1ccco1
35	Fc1cccc(CN(C2=NCCN2)c2c(Cl)cccc2Cl)c1
36	COc1cc(C(=O)NCC2CCCO2)cc(Br)c1OCc1ccccc1 (stereo not drawn)
37	CN1C(=O)C(=O)/C(=C(/O)c2ccccc2)C1c1ccc([N+](=O)[O-])cc1 (stereo not drawn)
38	O=C1CC2(CCCCC2)Oc2ccc(F)cc21
39	Cn1c(/C(C#N)=N/O)nc2ccccc21
40	FC(F)Sc1ccc(NC(=S)NC2CCCC2)cc1
Assay by compound	33	34	35	36	37	38	39	40
MLLE-PAM2 inh	15	-92	-2	15	12	0	1	-35
FAS TE block	-1	-13	-3	5	-2	16	-4	8
Neddyl block	i	i	i	i	i	i	i	i
CSN deneddyl inh	-5	17	1	3	-1	1	4	-7
TbMetRS inhib	0.0	-0.6	-1.4	-0.4	-0.8	-0.2	-0.2	-0.6
MsrA inh	1.1	-0.6	-1.3	1.5	2.1	0.6	1.9	1.1
Rin1 Abl inh	3	-8	0	2	0	4	-4	-5
E coli Lon inh	-23	-26	-2	0	-11	2	1	17
bovine MsrA act	-8	-5	-8	-2	-4	-4	3	3

E coli Lon inh: hit marks shown above.
nr	Structure	MLLE-PAM2 inh	Neddyl block	CSN deneddyl inh	MsrA inh	Rin1 Abl inh	E coli Lon inh	bovine MsrA act
1	CCCNS(=O)(=O)c1ccc2c(c1)n(C)c(=O)n2C	6	i	-2	-1.6	3	16*	-3

Following part.
41	CC(=O)NCCn1c(SCC(=O)NCCC2=CCCCC2)nc2ccccc2c1=O
42	Cc1cccc(C(=O)N2CCCC(N3CCN(c4ccccc4F)CC3)C2)n1 (stereo not drawn)
43	COc1ccc(Cl)cc1NC(=O)CN(C)C(=O)C1CCN(C(=O)Nc2ccccc2)CC1
44	OCC1(CCc2ccccc2)CCN(Cc2cc(Cl)ccc2O)CC1
45	COCCCN1C(=O)C(CC(=O)NC2CCCCC2)CC(C(=O)N(C(C)C)C(C)C)=C1C (stereo not drawn)
46	CCC(=O)Nc1c(S(=O)(=O)c2ccc(C)cc2)c2nc3ccccc3nc2n1C(C)c1ccccc1 (stereo not drawn)
47	O=C(Cn1cnc2ccccc2c1=O)Nc1ccc2c(c1)OCCO2
48	CC(=O)Nc1ccc(NC2CCCCC2NS(=O)(=O)c2ccc(Cl)cc2)cc1 (stereo not drawn)
Assay by compound	41	42	43	44	45	46	47	48
MLLE-PAM2 inh	14	2	4	-7	11	3	-18	2
FAS TE block	-3	-6	-6	-23	-10	30	-8	-2
Neddyl block	i	i	i	i	i	i	i	i
CSN deneddyl inh	2	1	2	0	-3	0	0	0
TbMetRS inhib	0.4	-0.2	0.0	0.1	-0.4	0.0	0.2	0.7
MsrA inh	-0.4	0.4	-0.3	0.0	-1.2	-0.4	-1.1	-0.1
Rin1 Abl inh	-2	0	6	2	-1	-1	4	-2
E coli Lon inh	6	1	-19	6	12	1	-6	-10
bovine MsrA act	-3	-1	0	-3	-3	2	4	-2

49	COc1ccccc1CNC(=O)Nc1nc(C(N)CCc2ccccc2)cs1 (stereo not drawn)
50	O=C(CN1C(=O)c2ccccc2C1=O)OC(C(=O)c1ccc(Cl)cc1)c1ccccc1 (stereo not drawn)
51	CC1CCCCC1NC(=O)CSc1nc2ccccc2c(=O)n1Cc1ccco1 (stereo not drawn)
52	CC(=O)N(C)C(c1ccc(N(C)C)cc1)c1nnnn1-c1c(C)cccc1C (stereo not drawn)
53	COc1ccc(-n2cnnc2SCC(=O)Nc2ccccc2F)cc1
Assay by compound	49	50	51	52	53
MLLE-PAM2 inh	20	-4	11	21	5
FAS TE block	-7	35	-3	0	-5
Neddyl block	i	i	i	i	i
CSN deneddyl inh	0	3	0	-13	-5
TbMetRS inhib	0.0	0.2	0.4	-0.8	0.8
MsrA inh	-0.1	-1.7	0.0	0.7	0.1
Rin1 Abl inh	-6	-15	6	-4	-2
E coli Lon inh	-1	-1	3	3	-3
bovine MsrA act	2	-1	-1	-9	3
